High-throughput results as filed in PubChem.
PI5P4Ka inh: inhibitors of human PI5P4K alpha; P48426; PI5P4Kalpha enzyme, ADP-Glo luminescence, 60 min; active compounds read low; max response, %; hit rate 1.2% among 330,000; AID 652105; active means max response of -50% or lower; inconclusive means between -30% and -50%; inactive means -30% or higher; further: value at the top dose of about 77 µM; on the % scale 0 is the no-effect control and ±100 the full control effect
Target sequence (P48426 whole entry, looked up): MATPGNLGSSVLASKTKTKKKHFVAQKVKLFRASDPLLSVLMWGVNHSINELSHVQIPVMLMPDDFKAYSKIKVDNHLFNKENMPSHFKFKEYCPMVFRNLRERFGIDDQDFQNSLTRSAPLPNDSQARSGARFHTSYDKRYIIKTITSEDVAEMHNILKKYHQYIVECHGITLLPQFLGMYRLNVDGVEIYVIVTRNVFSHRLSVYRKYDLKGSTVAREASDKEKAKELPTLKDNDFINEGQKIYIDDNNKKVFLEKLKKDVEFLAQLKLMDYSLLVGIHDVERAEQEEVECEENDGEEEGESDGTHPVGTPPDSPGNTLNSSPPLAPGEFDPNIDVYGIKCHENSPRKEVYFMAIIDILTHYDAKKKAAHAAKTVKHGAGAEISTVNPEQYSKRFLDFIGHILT
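Controls without substrate or without enzyme flank wells where PI5P4Kalpha converts substrate using 5 microM ATP (final). Incubation lasts 60 minutes at room temperature; ADP formed is read by ADP-Glo luminescence.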
WRN inhibitor: WRN helicase (human) inhibition. WRN helicase unwinding, fluorescent forked duplex, kinetic. hit rate 0.46% among 360,000. Potency, µM (series often up to 114 µM), inactives show at the highest dose activity change, negative = inhibition, actives largely listed as inhibitors. Q14191. AID 651768; further: potency means the concentration at half of the fitted maximal effect; on the % scale 0 is the no-effect control and ±100 the full control effect; nearly all actives have a fitted effect of over 55% in size
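Primary qHTS, 1536-well format. 20 nM WRN + compound, 15 min RT; start with 100 nM forked fluorophore/quencher duplex, 2 mM ATP (final); kinetic read ex 525/em 598 nm.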
Mm-Cpn inhibitor: inhibitors of Methanococcus maripaludis chaperonin (MmCpn); AID 504842; purified Mm-Cpn ATPase, ADP Transcreener TR-FRET; hit rate 0.031% among 330,000; Potency, µM (series often up to 76.9 µM), without a hit: at the highest dose activity, negative = inhibition, usual class: inhibitors; further: potency means the concentration at half of the fitted maximal effect; on the % scale 0 is the no-effect control and ±100 the full control effect; nearly all actives have a fitted effect of over 80% in size
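Reaction buffer contained 30 mM Tris pH 7.4, 100 mM KCl, 5 mM MgCl2 and 1 mM DTT. Mm-CPN (25 nM final) hydrolysed 10 uM ATP over 30 min at 37°C; ADP was read by HTRF.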
CCT chaperon mod: cytosolic chaperonin activity modulation; AID 651819; activity change, % (test concentration not listed), hits read low; purified chaperonin ATPase assay, HTRF ADP detection, 30 min; hit rate 0.3% among 360,000; in the data active means activity change below about -30%; further: on the % scale 0 is the no-effect control and ±100 the full control effect
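TRiC at 40 or 20 nM final (batch-dependent) in 30 mM Tris pH 7.4, 100 mM KCl, 5 mM MgCl2, 1 mM DTT, with compound at single 76 uM and 10 uM ATP, 30 min at 37 deg C. ADP detected by HTRF Transcreener, 665/615 ratio.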
EPAC2 antag: blocks human EPAC2 exchange factor. Q8WZA2. EPAC2 GEF exchange of Rap1B-BODIPY-GDP, fluorescence. Potency, µM (doses to about 114 µM), for the others: top-dose activity, negative = inhibition, actives largely listed as inhibitors. hit rate 0.18% among 360,000; further: potency means the concentration at half of the fitted maximal effect; on the % scale 0 is the no-effect control and ±100 the full control effect; nearly all actives have a fitted effect of over 45% in size; many of its hits are not listed in these tables
EPAC1 antagonist: antagonists of human EPAC1; O95398; EPAC1 GEF assay, Rap1b-BODIPY-GDP exchange fluorescence; Potency, µM (highest dose often 115 µM), for inactives: top-dose activity change, negative = inhibition, actives largely listed as inhibitors; hit rate 0.14% among 360,000;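 further: potency means the concentration at half of the fitted maximal effect; plate controls were vehicle for no effect and positive control for full effect; nearly all actives have a fitted effect of over 50% in size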
PLK1 PBD inh: blocks phosphopeptide binding to human PLK1 polo-box domain; Potency, µM, for the others: max response, negative = inhibition, actives largely listed as inhibitors; Plk1 PBD binding of FITC phosphopeptide, fluorescence polarization; P53350; hit rate 2.8% among 360,000; further: potency means the concentration at half of the fitted maximal effect; series mostly up to about 57 µM; on the % scale 0 is the no-effect control and ±100 the full control effect; nearly all actives have a fitted effect of over 65% in size
Target sequence (P53350 whole entry, looked up, the tested form may be a part): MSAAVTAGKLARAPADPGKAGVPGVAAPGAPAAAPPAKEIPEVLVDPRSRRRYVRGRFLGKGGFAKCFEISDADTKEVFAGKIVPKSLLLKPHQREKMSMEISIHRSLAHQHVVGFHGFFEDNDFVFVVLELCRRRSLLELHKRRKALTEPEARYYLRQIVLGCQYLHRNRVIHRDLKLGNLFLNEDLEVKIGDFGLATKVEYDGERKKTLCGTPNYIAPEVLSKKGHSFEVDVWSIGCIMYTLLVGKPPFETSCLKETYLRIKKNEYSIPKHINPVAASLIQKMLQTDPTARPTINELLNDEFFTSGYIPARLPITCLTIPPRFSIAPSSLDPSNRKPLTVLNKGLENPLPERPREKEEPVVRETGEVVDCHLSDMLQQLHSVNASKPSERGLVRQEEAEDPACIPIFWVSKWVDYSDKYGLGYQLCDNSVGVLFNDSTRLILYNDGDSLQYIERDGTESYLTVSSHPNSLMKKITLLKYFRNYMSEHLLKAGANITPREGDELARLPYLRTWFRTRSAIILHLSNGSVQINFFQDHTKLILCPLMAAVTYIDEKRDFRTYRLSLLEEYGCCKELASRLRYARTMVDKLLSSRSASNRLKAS
EPAC1 agonist: agonists of human EPAC1; hit rate 0.073% among 360,000; EPAC1 agonist qHTS, biochemical assay; response scale: 100% = response to 6.5 mM cAMP; Potency, µM (doses to about 154 µM), without a hit: at the highest dose activation, usual class: activators; O95398; further: potency means the concentration at half of the fitted maximal effect; nearly all actives have a fitted effect of over 60% in size
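Compounds were pinned as a concentration titration into mixtures of EPAC1 (100 nM), BODIPY-GDP-loaded Rap1B (250 nM) and GDP (50 uM). After 5 min at room temperature, fluorescence was followed for 30 min; activity was scaled to 6.5 mM cAMP.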
* marks the source's active call; other numbers are inactive results; ? = inconclusive; / = not tested or not shown; [ ] = dose if it differs, or a comment. Unless noted, the call rests on the fitted dose curve; in most records, active means well fitted curve in the direction sought with a large enough effect; inconclusive means small, poorly fitted or top-dose-only effect, or another doubt; inactive means no such curve, though single readings can be large; an effect the other way counts as inactive or inconclusive. This is a subset. The share of hits here may be higher or lower than overall.

SMILES	PI5P4Ka inh	WRN inhibitor	Mm-Cpn inhibitor	CCT chaperon mod	EPAC2 antag	EPAC1 antagonist	PLK1 PBD inh	EPAC1 agonist
CCCN(C#N)c1nc(NCC)nc(NC(C)C)n1	19	-22%[57.1 µM]	2%	-0.6	-4%	-3%	-6%	-3%
CCOC(=O)N1CCN(C(=O)c2n[nH]c(=O)c3ccccc23)CC1	6	4%	-2%	-2.7	22%	13%	-8%	-5%
CC(=O)N(Cc1ccc(F)cc1)Cc1nc2ccccc2c(=O)[nH]1	13	9%[57.1 µM]	3%	0.6	10%	-18%	-10%	-2%
CCOc1ccc(/C=C2\NC(=S)NC2=O)cc1	-4	7%	-3%	-4.3	10%	15%	-13%	2%
CCOc1ccccc1N(C(=O)c1snc(C(N)=O)c1N)C(CC)C(=O)NC1CCCC1 (stereo not given)	2	4%	-1%	0.0	-17%	4%	-3%	11%
OCC(Cc1ccccc1)NCc1ccccc1C(F)(F)F (stereo not given)	7	-1%	1%	0.8	-2%	6%	-7%	4%
CC(=O)c1ccc(NC(=O)CSc2ccsc2[N+](=O)[O-])cc1	-81*	?	-1%	-2.8	21%	?	-19%	-2%
COc1ccc(Cl)cc1S(=O)(=O)N(C)CC(=O)N1CCOCC1	2	8%	2%	-2.2	-2%	-26%	-21%	-8%
Cc1ccc([C@H]2N[C@]3(CCCN(Cc4ccccc4)C3=O)[C@H]3C(=O)N(C)C(=O)[C@@H]23)cc1	-7	4%	/	-1.2	3%	-23%	-6%	-20%
NS(=O)(=O)c1cccc(NC(=O)c2cccc(N3C(=O)c4ccccc4C3=O)c2)c1	1	2%	?	1.7	14%	7%	5%	0%
CSc1nc(C)cc(C)c1C(N)=O	0	6%	-1%	-2.9	1%	-16%	-9%	-5%
COC(=O)c1c(NC(=O)c2ccccc2OC)sc(C(=O)N2CCOCC2)c1C	0	8%	0%	-1.2	5%	6%	-8%	10%
COc1ccc(-c2nnn(-c3cc(Cl)cc(Cl)c3)c2N)cc1	4	9%	2%	0.4	3%	9%	-4%	1%
CC(=O)Oc1ccc(/C=C(\NC(=O)c2ccco2)C(=O)NCc2ccco2)cc1	3	-1%	1%	-0.2	-20%	-11%	-13%	3%
CCOC(=O)COc1ccccc1/C=N\NC(=O)c1cc2c(ccc3ccccc32)o1	6	-23%	-4%	0.7	-1%	-11%	-11%	-10%
CC(C)Oc1ccc(CNC(=O)c2ccc3c(c2)N(C)CCS3)cc1	2	1%	-28%	-1.2	-9%	-22%	-8%	-4%
N#Cc1c(-c2ccc(Cl)cc2)nc2n(c1=O)CCCS2	/	-6%	-13%	-0.5	4%	2%	0%	-6%
COC(=O)C1Cc2c([nH]c3ccccc23)C2CCC(=O)N12 (stereo not given)	3	-2%	/	0.1	1%	8%	5%	0%
COCCCn1c(=S)[nH]c2sc3c(c2c1=O)CCCC3	-19	-1%	0%	-0.9	-4%	-28%	?	-8%
N#Cc1c(/N=C/c2ccccc2)oc(-c2ccccc2)c1-c1ccccc1	/	-4%	-1%	-14	-3%	2%	-11%	13%
O=C(CCCn1c(=S)[nH]c2cc3c(cc2c1=O)OCO3)NCCc1ccc(Cl)cc1	-5	-1%	/	2.0	7%	-4%	2%	0%
COc1ccc2oc(C)c(C(=O)NN)c2c1	/	-6%	0%	-3.5	-2%	4%	-3%	1%
Cc1cc(C)[n+](-c2ccc(F)cc2)c2[nH]c(=O)[nH]c(=O)c12	7	0%	-10%	0.8	17%	-16%	3%	-7%
CC(C)(C)C(=O)Nc1ccc2oc(-c3cc(F)c(F)cc3Cl)nc2c1	0	-13%	-1%	3.2	?	-13%	2%	-8%
CC(Sc1ccccc1)C(=O)NN=C1CCN(C)CC1 (stereo not given)	1	0%	-8%	-1.3	3%	-16%	-7%	1%
O=C(O)CC/C(=C\c1cc2c(cc1Br)OCO2)c1nc2ccccc2s1	2	-21%	0%	0.2	-15%	-2%	24µM*	-3%
Cc1cc2[nH]c3c(c[n+](C)c4ccccc34)c2cc1C	-16	24%[11.6 µM]	0%	0.5	20%	-4%	2%	-10%
COc1cccc(N(C(=O)c2cccs2)c2nc3ccccc3s2)c1	3	9%	1%	-2.3	-2%	3%	-3%	6%
CNC(=O)C1=NCCCc2cc(OC)c(OC)cc21	/	2%	-13%	-2.2	2%	1%	-1%	-4%
CCCN1CCN(c2nc(-c3cccs3)nc3ccccc23)CC1	9	-2%	-4%	0.3	9%	3%	6%	2%
Cc1ccc(/C([O-])=C(/C(=S)NCc2ccccc2)[n+]2ccccc2)cc1[N+](=O)[O-]	-2	-1%[57.1 µM]	-1%	0.5	4%	0%	-3%	-5%
O=C(CN(c1ccccn1)S(=O)(=O)c1ccc(F)cc1)Nc1ccccc1	2	0%	0%	0.8	-4%	8%	-11%	0%
CCOC(=O)C1=C(COC(=O)c2ccco2)NC(=O)NC1CC (stereo not given)	7	9%	0%	1.5	4%	-9%	7%	-6%
Cc1ccc(C(C(=O)NC2CCCC2)N2CCCC(C)C2)cc1 (stereo not given)	-3	-2%	-2%	0.9	-6%	?	-10%	-6%
Cc1ccc(S(=O)(=O)N(C)c2c(C)ccc(S(=O)(=O)NC(C)(C)C)c2C)cc1	0	-4%	2%	0.1	-7%	-19%	0%	4%
O=C(Oc1c(-c2ccccc2)oc2ccccc2c1=O)c1ccccc1	10	-6%	1%	-3.3	0%	-21%	-4%	-3%
O=C(Nc1nnc(C2CC2)s1)c1cncc(Br)c1	-9	8%	-1%	0.6	4%	-6%	-15%	12%
NS(=O)(=O)c1ccc(NC(=O)c2ccc(S(=O)(=O)N3CCOCC3)o2)cc1	10	3%	1%	-1.3	9%	6%	-2%	17%
Cc1ccc(NC(=O)c2ccc(S(=O)(=O)NCc3cccnc3)cc2)cc1C	-3	-9%[57.1 µM]	0%	0.2	3%	3%	-3%	12%
Cc1ccccc1/C=C1\CCCc2ccccc2C1=O	-2	-6%	0%	-2.8	11%	7%	-5%	3%
COc1cc2c(cc1OC)CC(=O)NC=C2	2	?	-4%	-1.2	8%	8%	-6%	2%
Cc1ccc(CNC(=O)CN(C(=O)C2(C)CC(=O)N=C3C=CC=CN32)c2cc(C)ccc2C)cc1 (stereo not given)	6	-20%	-3%	-0.3	5%	-12%	1%	-1%
COc1cccc(-c2cnc(C(O)c3ccc(Cl)c(F)c3)[nH]2)c1 (stereo not given)	-4	1%	/	1.2	3%	-23%	1%	-4%
COc1ccc(N2C(=O)C3CCCN3C2c2cccc(OC)c2)cc1 (stereo not given)	0	1%	1%	-0.7	8%	-16%	-6%	2%
O=C(CCCN1C(=O)c2ccccc2C1=O)Oc1ccc(F)cc1	/	7%	-3%	-5.7	-7%	1%	-8%	13%

Looked up above.
For PLK1 PBD inh, Cc1ccc(/C([O-])=C(/C(=S)NCc2ccccc2)[n+]2ccccc2)cc1[N+](=O)[O-] reads -3%
For CCT chaperon mod, CC(C)Oc1ccc(CNC(=O)c2ccc3c(c2)N(C)CCS3)cc1 reads -1.2

Next section:
SMILES	PI5P4Ka inh	WRN inhibitor	Mm-Cpn inhibitor	CCT chaperon mod	EPAC2 antag	EPAC1 antagonist	PLK1 PBD inh	EPAC1 agonist
Cc1[nH]c2ccccc2c1C(=O)CN1C(=O)C(=O)N(CCC2=CCCCC2)C1=O	-3	-1%	0%	-1.8	-1%	-9%	-5%	2%
O=C(COC(=O)C1CCCN1C(=O)C12CC3CC(CC(C3)C1)C2)c1ccc(Br)cc1 (stereo not given)	3	-7%	-12%	-3.4	6%	14%	-10%	5%
CCOc1ccc(S(=O)(=O)NCCCN2CCCC2=O)cc1	2	10%[57.1 µM]	3%	-14	1%	-4%	-9%	-3%
Cc1ccc(C(=O)NC(=S)NNC(=O)c2ccc([N+](=O)[O-])cc2)cc1	-3	3%	2%	-2.5	13%	0%	-17%	10%
COc1ccc(-c2nnc3ccc(SCC(=O)NCc4ccco4)nn23)cc1	/	-20%	0%	0.6	1%	-21%	-12%	0%
CCC(=O)Nc1cccc(C2=NOC3(C2)C[C@@H](C(N)=O)N(C(=O)c2cc([N+](=O)[O-])cc([N+](=O)[O-])c2)C3)c1 (stereo not given in full)	3	-1%	0%	-2.4	0%	-4%	-1%	12%
COC1=CC(=O)C=C(OC)C1(O)CC(C)=O	-14	6%	/	-0.7	-6%	-3%	?	-15%
O=C(Cn1cc(COc2ccc(Cl)c(Cl)c2)nn1)NS(=O)(=O)c1ccccc1C(F)(F)F	-26	-5%	/	-1.3	-15%	?	-19%	-4%
Oc1ccccc1C1N=C(c2ccccc2)NC(c2ccccc2)=N1	1	5%	0%	-1.2	-1%	-15%	-3%	6%
CCOc1ccc(S(=O)(=O)NCCc2ccccn2)cc1	-1	-21%	0%	-4.3	5%	7%	-7%	4%
CCN(c1ccccc1)S(=O)(=O)c1cc(C(=O)NCc2ccco2)ccc1C	?	-4%[11.6 µM]	1%	-0.7	-4%	-1%	-1%	-5%
C=CCSc1nc2ccccc2n1S(=O)(=O)c1ccc(C)cc1	-6	0%	-1%	-2.7	12%	5%	0%	3%
O=C(CCCc1ccccc1)Nc1ccc(Br)cc1F	-24	?	4%	-1.6	-2%	-6%	6.7µM*	-7%
O=C(CSc1nc(C(F)(F)F)cc(=O)[nH]1)Nc1nccs1	?	2%	1%	-3.6	-2%	9%	-7%	5%
CCC(C)NS(=O)(=O)c1ccc(S(=O)(=O)N2CC=C(c3ccc(F)cc3)CC2)cc1 (stereo not given)	-4	-20%	0%	0.0	-6%	-6%	?	-11%
CC1=C(C(=O)OC(C)C)C2(O)C(=O)c3ccccc3C2(O)N1 (stereo not given)	5	-7%	-4%	0.3	-5%	-6%	?	4%
O=C(CCN1C(=O)c2ccccc2S1(=O)=O)Nc1ccc(F)c(F)c1F	-5	7%	1%	-2.5	2%	-10%	-11%	11%
CN1CCc2ccccc2C1Cc1ccccc1NC(=O)c1sc2ccccc2c1Cl (stereo not given)	1	5%	-4%	-2.4	2%	-20%	-6%	5%
O=[N+]([O-])c1cc2c(cc1CN1CCN(CCOCCO)CC1)OCO2	-1	-2%[11.6 µM]	2%	1.4	1%	?	-15%	-2%
COc1ccc(OCC(=O)N/N=c2\oc3c(OC)cccc3cc2C(N)=O)cc1	5	-3%	-2%	-11	-7%	6%	-18%	8%
